NR5A2 inv ag – suppresses constitutive activity of human LRH-1; inhibition, % at 3.6 µM; 0.13% of 360,000 active; HEK293T StAR-luciferase reporter, LRH-1 transfected, 24 h; O00482;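 active = inhibition above the mean inhibition of all tested compounds plus 3 SD, cut at about 73% in these data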;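 also: 0% = DMSO wells and 100% = reporter-only cells lacking LRH-1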
Exocytosis inh – lytic granule exocytosis inhibition; 0.66% of 360,000 active; TALL-104 LAMP-1 surface exposure, flow cytometry; cells stimulated with thapsigargin and PMA; inhibition, % at 10 µM;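 active = inhibition above about 55%, limit read from the data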
TROY NFkB inh – blocks TROY-dependent signaling in reporter cells; inhibition, % at 10 µM; Q293 LMP1-TROYcd NF-kB luciferase reporter, 4 h; 0.98% of 360,000 active; AID 1347056;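 active = compounds whose plate-normalised and pattern-corrected inhibition of the luciferase reporter signal at the single screening dose is 50% or more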
TWEAK-Fn14 inh – inhibitors of TWEAK-Fn14 interaction signaling | TWEAK-stimulated Fn14 reporter cells, luciferase luminescence, 8 h | inhibition, % at 10 µM | 2% of 360,000 active; in the data active = inhibition above about 50%
SRC1 inh – human NCOA1 inhibition | Q15788 | HEK293 GAL4-SRC1 luciferase reporter, luminescence | inhibition, % at 3.6 µM | 0.12% of 360,000 active | AID 588354;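 active = inhibition above the campaign mean plus 3 SD, with each screening campaign given its own cutoff, cut at about 60% in these data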;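 also: 0% = DMSO treated cells and 100% = gossypol at 36 µM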
NR2F2 inh – inhibitors of human COUP-TFII (NR2F2). P24468. 0.7% of 370,000 active. inhibition, % at 8.6 µM. HEK293T NGFI-A luciferase reporter, luminescence;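 active = inhibition above a per-plate cutoff, mean inhibition of test wells between control levels plus 3 SD, cut at about 38% in these data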;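 also: cells cotransfected with COUP-TFII expression vector driving the NGFI-A reporter; 0% = median of COUP-TF2 test wells and 100% = reporter-only cells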
SRC3 inh – inhibitors of human steroid receptor coactivator 3 (SRC3); 0.17% of 360,000 active; inhibition, % at 3.6 µM; Q9Y6Q9; HEK293 GAL4-SRC3 luciferase reporter, luminescence;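 active = inhibition above a per-campaign cutoff, the mean of all compounds plus 3 SD, cut at about 60% in these data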;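 also: 0% = DMSO-treated cells and 100% = gossypol-treated cells at 36 µM; higher means less SRC3-driven luciferase light from the GAL4 reporter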
Target sequence (Q9Y6Q9 whole entry, looked up, the tested form may be a part): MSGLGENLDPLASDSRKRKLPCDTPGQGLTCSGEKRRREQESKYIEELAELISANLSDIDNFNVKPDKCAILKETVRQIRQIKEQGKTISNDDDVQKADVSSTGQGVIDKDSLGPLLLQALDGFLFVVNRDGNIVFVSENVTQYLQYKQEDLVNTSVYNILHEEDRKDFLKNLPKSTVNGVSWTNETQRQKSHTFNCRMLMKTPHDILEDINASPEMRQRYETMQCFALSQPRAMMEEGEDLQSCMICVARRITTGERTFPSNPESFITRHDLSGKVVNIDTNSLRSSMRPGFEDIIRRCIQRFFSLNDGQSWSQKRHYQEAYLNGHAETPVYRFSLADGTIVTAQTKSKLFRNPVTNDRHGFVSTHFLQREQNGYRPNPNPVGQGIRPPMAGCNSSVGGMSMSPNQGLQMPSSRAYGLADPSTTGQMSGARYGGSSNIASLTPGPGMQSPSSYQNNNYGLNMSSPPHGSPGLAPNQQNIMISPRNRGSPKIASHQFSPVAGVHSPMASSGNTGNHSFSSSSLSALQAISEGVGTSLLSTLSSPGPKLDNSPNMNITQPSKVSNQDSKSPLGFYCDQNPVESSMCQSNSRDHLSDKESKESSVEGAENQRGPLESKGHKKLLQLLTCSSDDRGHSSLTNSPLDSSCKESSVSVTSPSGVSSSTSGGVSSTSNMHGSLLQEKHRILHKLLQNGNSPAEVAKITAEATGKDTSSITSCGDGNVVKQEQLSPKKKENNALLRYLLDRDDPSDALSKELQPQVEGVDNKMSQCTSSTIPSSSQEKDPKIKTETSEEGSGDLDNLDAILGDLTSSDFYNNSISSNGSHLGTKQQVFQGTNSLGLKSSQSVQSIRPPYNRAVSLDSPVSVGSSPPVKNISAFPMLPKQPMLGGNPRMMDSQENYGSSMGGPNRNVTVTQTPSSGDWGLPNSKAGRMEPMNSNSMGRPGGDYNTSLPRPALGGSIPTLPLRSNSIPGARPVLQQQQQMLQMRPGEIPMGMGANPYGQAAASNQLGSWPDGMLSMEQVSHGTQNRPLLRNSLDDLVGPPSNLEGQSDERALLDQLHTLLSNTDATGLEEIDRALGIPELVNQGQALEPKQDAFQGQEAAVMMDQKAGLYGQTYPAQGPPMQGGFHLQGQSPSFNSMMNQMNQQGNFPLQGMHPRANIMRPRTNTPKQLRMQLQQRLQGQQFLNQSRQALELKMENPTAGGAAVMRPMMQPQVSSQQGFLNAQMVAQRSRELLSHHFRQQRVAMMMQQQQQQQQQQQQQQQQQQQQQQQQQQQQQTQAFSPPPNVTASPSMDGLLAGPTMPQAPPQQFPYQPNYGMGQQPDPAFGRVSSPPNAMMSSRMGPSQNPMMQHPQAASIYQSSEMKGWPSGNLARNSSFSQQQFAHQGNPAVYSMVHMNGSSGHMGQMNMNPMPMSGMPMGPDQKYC
NOD2 RIPK2 PPI – blocks binding of human NOD2 to RIPK2; AID 624267; O43353; 0.38% of 360,000 active; inhibition, % at 4.98 µM; CHO BLA complementation NOD2-RIPK2, CCF4 ratio; in the data active = inhibition above about 21%;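 also: 0% = vehicle only and 100% = reference blocker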
NCOA2 inhibitor – human SRC2 (NCOA2) inhibition; inhibition, % at 9 µM; 0.17% of 370,000 active; Q15596; HEK293 GAL4-SRC2 luciferase reporter, luminescence;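 active = inhibition above the mean inhibition of all tested compounds plus 3 SD, set per campaign, cut at about 52% in these data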;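 also: 0% = DMSO treated cells and 100% = cells given Gossypol at 36 µM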
ABHD5 PLIN5 PPI – inhibitors of human ABHD5-perilipin-5 interaction; Q00G26+Q8WTS1; Split G. princeps luciferase complementation, luminescence, 4 h; inhibition, % at 4 µM; 0.78% of 360,000 active; AID 602281;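 active = inhibition above the mean inhibition across every tested compound plus 3 SD, cut at about 22% in these data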;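 also: 0% = DMSO only wells and the 100% control is not disclosed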
TLR9-MyD88 block – TLR9-MyD88 interaction inhibition; inhibition, % at 4.98 µM; 0.21% of 340,000 active; CHO BLA complementation TLR9-MyD88, CCF4 FRET ratio; Q9NR96+Q99836;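 active = inhibition above the mean over all tested compounds plus 3 SD, cut at about 21% in these data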;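 also: 0% = DMSO only wells and 100% = clavulanate BLA inhibitor control wells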
* marks the source's active call; other numbers are inactive results; / = not tested or not shown. A portion of the library, so the mix of outcomes need not match the whole.

structure	NR5A2 inv ag	NCOA2 inhibitor	SRC3 inh	NR2F2 inh	ABHD5 PLIN5 PPI	TROY NFkB inh	TWEAK-Fn14 inh	NOD2 RIPK2 PPI	Exocytosis inh	TLR9-MyD88 block	SRC1 inh
COc1cc(/C=C(\C#N)C(=O)NCC2CCCO2)ccc1OC(=O)c1ccco1 (stereo unspecified)	21	-17	1	-5	-1	-7	3	1	-5	3	-8
Fc1ccc(-c2nnn(Cc3nc4ccccc4s3)n2)cc1	-12	-24	-10	-4	-1	-45	-1	-9	-5	-3	-16
CC(C)(C)NC(=O)COC(=O)c1ccccc1Oc1ccccc1	-13	7	2	6	-4	-35	-23	3	-1	-2	-13
CN(C)c1nc(C(=O)O)nc(N2CCOCC2)n1	3	-13	17	-18	0	10	-13	1	-3	-7	-5
O=C(NCc1ccco1)c1ccccc1-c1nc(-c2ccccc2)no1	13	2	4	14	0	-25	-17	5	-1	0	5
COc1ccccc1/C=C(\NC(=O)c1ccccc1)C(=O)NCc1ccco1	-18	-6	8	14	-1	-6	11	-2	-14	5	-12
CC1(C)CC(NCc2ccc3c(c2)OCO3)CCO1 (stereo unspecified)	8	-12	12	5	1	11	-12	-4	4	-1	-6
CCOCCC(=O)Nc1ncc(S(=O)(=O)c2ccc([N+](=O)[O-])cc2)s1	11	13	7	-9	-1	-4	-17	1	-14	6	10
Cn1c(CC(=O)Nc2ccc(Cl)c(Cl)c2)nnc1SCC(=O)Nc1nccs1	16	0	-6	-6	0	-10	9	2	-1	3	-32
O=C(CN1C(=O)c2ccccc2C1=O)Nc1cc([N+](=O)[O-])ccc1O	-9	-5	-7	-16	6	-9	25	-6	-1	-2	-14
COc1ccc(Br)cc1/C=N/N1C(=O)CSC1=S	6	23	1	0	-19	-31	44	-10	8	-10	6
COc1cc(NC(=O)COC(=O)CSc2ccccc2F)c(C)cc1[N+](=O)[O-]	25	11	2	2	0	-2	-5	-2	0	5	20
O=C(Nc1ccc(O)cc1)C1CC=CCC1 (stereo unspecified)	9	-18	9	-1	-1	-3	2	3	1	-9	5
CC(=O)N1N=C(c2cccc([N+](=O)[O-])c2)OC1c1ccccc1Cl (stereo unspecified)	-6	1	-17	-15	-2	-2	-12	-12	-1	-8	-18
Cc1ccc(C(=O)C2=C(O)C(=O)N(Cc3cccnc3)C2c2ccc(Cl)cc2)o1 (stereo unspecified)	3	-2	8	15	0	6	0	2	-17	-6	-4
CCOC(=O)c1cc2occc2n1Cc1c(F)cccc1Cl	10	23	1	16	-3	8	6	2	0	5	-5
Cc1cc(OC(F)F)ccc1NC(=O)Nc1ccc([N+](=O)[O-])cc1	-6	-16	5	-11	-3	34	5	4	2	-7	-1
COc1cccc(-c2ncc3ccccc3c2COC(=O)CCCC(=O)O)c1	-11	-24	-16	7	2	0	7	3	-1	2	1
CCOc1ccc2nc(SCC(=O)Nc3ccc4c(c3)OCCO4)[nH]c2c1	2	-3	16	2	-6	1	-18	-1	0	5	-23
CCn1c(C)nc2cc(C(=O)NNS(=O)(=O)c3ccc(C)c(C)c3)ccc21	0	/	8	/	1	/	-13	-11	-5	-2	0

The closing 3 records of the section above are carried over, then new ones follow.
structure	NR5A2 inv ag	NCOA2 inhibitor	SRC3 inh	NR2F2 inh	ABHD5 PLIN5 PPI	TROY NFkB inh	TWEAK-Fn14 inh	NOD2 RIPK2 PPI	Exocytosis inh	TLR9-MyD88 block	SRC1 inh
COc1cccc(-c2ncc3ccccc3c2COC(=O)CCCC(=O)O)c1	-11	-24	-16	7	2	0	7	3	-1	2	1
CCOc1ccc2nc(SCC(=O)Nc3ccc4c(c3)OCCO4)[nH]c2c1	2	-3	16	2	-6	1	-18	-1	0	5	-23
CCn1c(C)nc2cc(C(=O)NNS(=O)(=O)c3ccc(C)c(C)c3)ccc21	0	/	8	/	1	/	-13	-11	-5	-2	0
CSc1cccc(NC(=O)C2CCN(C(=O)c3ccccc3C)CC2)c1	-7	4	13	21	4	0	-23	5	10	-2	-3
CC(NS(C)(=O)=O)C(c1cccs1)N1CCN(Cc2ccccc2)CC1 (stereo unspecified)	-15	-2	17	-6	2	-1	-1	-5	-11	4	13
CCN(CC)c1ccc(N=Cc2ccccc2[N+](=O)[O-])cc1	0	-7	-12	2	-9	-14	1	-7	-8	-4	-8
Cc1csc(NC(=O)C2CCN(C(=O)CSc3nnc(C)n3Cc3ccccc3)CC2)n1	12	5	11	-6	4	0	1	-11	1	1	8
NC(=O)c1ccc(NC(=O)CSC(=O)c2ccccc2)cc1	-2	6	-3	8	-11	11	0	6	2	-11	-10
Cc1c(NC(=S)NCc2ccc(F)cc2)cccc1[N+](=O)[O-]	-10	7	19	14	-1	5	16	-9	2	-4	-13
O=C(NC1CCS(=O)(=O)C1)c1ccc(Br)s1 (stereo unspecified)	-8	10	-23	8	6	-6	20	-10	-3	5	-1
CC(C)Oc1ccc(OCCCN2CCCCCC2)cc1	-3	-12	1	4	-7	8	-8	-7	4	4	-25
Cc1cc2c(c(C)c1CCO[C@@H]1O[C@H](CO)[C@@H](O)[C@H](O)[C@H]1O)C(=O)[C@@H](C)[C@@H]2O	3	12	7	-33	1	0	3	-1	2	1	-7
CCc1ccc(C(O)(CC)C(CN2CCOCC2)c2ccccc2)cc1 (stereo unspecified)	4	2	-16	18	-3	-6	8	-5	11	-3	-1
Cc1noc(C)c1C(=O)N1CCN(c2ccc(OCc3ccccc3)cc2)CC1	-18	2	2	12	2	5	27	-6	2	-3	7
CC(C)(C)c1ccc(C(=O)NCCC(=O)Nc2cc(Cl)ccc2N2CCOCC2)cc1	-7	8	-14	9	5	-21	-4	7	-2	6	11
Cc1ccc2nc(NC(=O)C3CCN(C(=O)c4ccc(F)cc4)CC3)sc2c1	-5	-1	8	-5	-3	34	18	-12	1	-3	8
COc1ccc(-c2ccc(C#N)c(SCC(=O)NCCc3ccccc3)n2)cc1OC	-45	/	-1	/	4	3	-4	-8	2	-3	12
CC(C)=CCC[C@H](C)CC1Cc2[nH]c(=S)[nH]c(=O)c2C(c2ccc(Cl)cc2)O1 (stereo partly specified)	2	-11	/	25	-5	24	0	1	-1	/	/
O=C(c1ccc(NS(=O)(=O)c2cccs2)cc1)N1CCOCC1	-8	-5	13	-4	-1	-3	-2	-1	-1	-10	-8
COc1ccc(-c2nn(C)c(=O)c3ccccc23)cc1CNS(C)(=O)=O	-3	-9	12	-22	5	-15	3	-10	-5	-1	1
O=C(CSc1nnc(CNc2ccc(F)cc2)n1Cc1ccccc1)NCc1ccccc1	2	-2	15	6	6	-2	-3	7	-1	-2	-1
CC(C)(C)OC(=O)C[C@H]1C/C=C\C[C@H](CC(=O)N(CCO)Cc2ccccc2)C(=O)N[C@H](C(C)(C)C)COC1=O	19	-4	17	7	-4	1	5	-3	-5	-6	1
CCOC(=O)C1=C(C)N(CCCC(=O)O)C(=O)NC1c1ccc(Cl)cc1Cl (stereo unspecified)	2	3	11	-1	-5	3	2	-5	0	2	-31
Cc1ccc(S(=O)(=O)N2C[C@H]3[C@H]4C(=O)N(c5ccccc5)C(=O)[C@H]4CC(=O)[C@H]3[C@@H]2c2ccccc2F)cc1	17	-16	-6	-1	-2	16	8	0	-2	/	-10
Nc1cccc(NC(=O)CCC(=O)NCc2ccco2)c1	18	-32	-19	17	-1	8	-7	5	-8	6	19
CC1(C)CN(Cc2ccccc2)C(=O)[C@H]1CC(=O)Nc1ccc(Br)cc1	15	24	-1	2	4	24	15	3	2	7	2
O=C(c1ccco1)N1CCN(C(=O)C2CC2)CC1	-14	-12	0	0	0	-15	-2	-5	0	5	11
CN1C(=O)Cc2cc(S(=O)(=O)N3CCOCC3)ccc21	0	-18	-3	-11	-3	3	-5	3	0	8	9
CC(C)Oc1cccc(C(=O)NC(=S)Nc2cccc(C(F)(F)F)c2)c1	19	-4	-7	20	-4	2	1	-1	-4	-5	-19
CCOc1ccccc1NC(=O)NNS(=O)(=O)c1cc(C)ccc1C	-7	14	-17	0	1	3	-4	8	9	0	2
COc1ccc(-c2cc(=O)oc3c(C)c(OCc4nn[nH]n4)ccc23)cc1	-1	8	-3	6	16	7	2	-7	-7	1	5
N#CC1(NC(=O)COc2ccc3ccc(=O)oc3c2)CCCCC1	-2	14	15	-1	4	-1	-9	1	5	2	-23
CC(=O)Oc1ccccc1C1OCCN1C(C)=O (stereo unspecified)	-15	0	1	2	0	1	3	-2	0	-13	8
O=C(CCN1C(=O)/C(=C\c2ccccc2)SC1=S)NNC(=O)c1cccnc1	-7	-32	5	-3	4	3	-14	-6	3	0	-6
Cc1cc(=O)cc(C)n1-c1ccccc1N	-7	5	4	-6	-6	16	3	-12	-6	0	-13
O=C(NNS(=O)(=O)c1ccc2ccccc2c1)C1CCN(Cc2ccccc2)CC1	-1	1	-1	-9	4	8	20	5	1	1	8
CCCO/N=C1/C(=O)N(c2ccccc2)c2ccccc21	-1	9	-12	9	1	2	1	-2	4	-8	-5
CCc1nnc(NC(=O)c2ccc(-c3ccccc3F)o2)s1	-9	-20	-8	-28	-3	-68	-43	2	0	10	5
CCOC(=O)N1CCC(NC(=O)c2ccc3c(c2)sc2nc(-c4ccccc4)cn23)CC1	-21	3	-1	28	3	30	48	-2	4	-4	-19
COc1cccc(CN(C(=O)c2ccc([N+](=O)[O-])cc2)C2CCS(=O)(=O)C2)c1 (stereo unspecified)	-34	-11	7	-22	-3	13	1	-5	-4	3	-13
Cc1ccsc1C(=O)N(C)CC(=O)Nc1ccccc1Br	-3	-4	16	-10	4	-5	3	0	-1	1	-15
CCOc1cc(NC(=S)NCCCN(C)C)c(OCC)cc1NC(=O)C1CC1	7	-32	19	8	4	-3	3	-4	-4	-17	-46
COc1ccc(C2C3=C(CC(C)(C)CC3=O)Oc3ncn4nc(-c5cccnc5)nc4c32)cc1 (stereo unspecified)	2	8	8	16	1	11	3	-4	-1	2	7
O=C(c1ccc(Cl)s1)N1CCN(S(=O)(=O)c2ccc(Cl)cc2)CC1	16	10	-10	-10	6	11	8	2	10	1	-19
C/C(=N\NC(=O)C1(C)CC1(Br)Br)c1ccc(NC(=O)c2ccc(C)o2)cc1 (stereo unspecified)	-130	-57	-60	-22	-10	-42	2	-2	-3	1	-61
O=c1[nH]c(/C=C2\C=Nc3ccccc32)c(O)n1Cc1ccccc1F	-18	13	6	19	-5	-6	35	6	4	2	-27
CC(=O)Nc1nc(C(F)(F)F)cs1	1	7	11	-2	3	13	6	-12	-5	3	8
O=C(NCc1ccccc1)C1CCN(C(=O)Cc2ccccc2)CC1	-12	-12	-15	-4	3	11	-13	8	0	-1	9
C[C@@H]1C(c2ccccc2)=NN(c2ccccc2)[C@H]1C(=O)N1CCOC1=O	1	-34	0	-9	0	-14	-1	1	1	-2	-11

Assay outcomes from PubChem BioAssay.
